# GRP78 ERSR act: qHTS for Inducers of the Endoplasmic Reticulum Stress Response (ERSR) in Human Glioma: qHTS; U87-MG GRP78 promoter luciferase reporter, 16 h; Potency, µM, for inactives: top-dose activation, actives largely listed as activators; 420,000 compounds, 0.02% hits; note: potency is the fitted concentration of half-maximal effect; series mostly up to about 76 µM; % of control where 0% means no effect; nearly all actives have a fitted effect of over 35% in size
#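 Stably transfected U87-MG human glioma cells carrying a GRP78-based luminescent sensor were seeded at 1000 cells/well, pin-dosed with compounds and incubated 16 h. Luciferase reagent was then added, and end-point luminescence was read after 10 min at room temperature.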
# Pol kappa inh: qHTS for Inhibitors of Polymerase Kappa; DNA polymerase kappa (Homo sapiens), Q9UBT6; purified Pol kappa, fluorescent DNA synthesis assay, 10 min; Potency, µM (top dose mostly 107 µM), without a hit: at the top dose activity, negative = inhibition, usual class: inhibitors; 400,000 compounds, 0.53% hits; AID 588579, 2011; note: potency is the fitted concentration of half-maximal effect; % is set by controls: 0 for no effect and ±100 for the full control effect
# Target sequence (Q9UBT6 whole entry, looked up): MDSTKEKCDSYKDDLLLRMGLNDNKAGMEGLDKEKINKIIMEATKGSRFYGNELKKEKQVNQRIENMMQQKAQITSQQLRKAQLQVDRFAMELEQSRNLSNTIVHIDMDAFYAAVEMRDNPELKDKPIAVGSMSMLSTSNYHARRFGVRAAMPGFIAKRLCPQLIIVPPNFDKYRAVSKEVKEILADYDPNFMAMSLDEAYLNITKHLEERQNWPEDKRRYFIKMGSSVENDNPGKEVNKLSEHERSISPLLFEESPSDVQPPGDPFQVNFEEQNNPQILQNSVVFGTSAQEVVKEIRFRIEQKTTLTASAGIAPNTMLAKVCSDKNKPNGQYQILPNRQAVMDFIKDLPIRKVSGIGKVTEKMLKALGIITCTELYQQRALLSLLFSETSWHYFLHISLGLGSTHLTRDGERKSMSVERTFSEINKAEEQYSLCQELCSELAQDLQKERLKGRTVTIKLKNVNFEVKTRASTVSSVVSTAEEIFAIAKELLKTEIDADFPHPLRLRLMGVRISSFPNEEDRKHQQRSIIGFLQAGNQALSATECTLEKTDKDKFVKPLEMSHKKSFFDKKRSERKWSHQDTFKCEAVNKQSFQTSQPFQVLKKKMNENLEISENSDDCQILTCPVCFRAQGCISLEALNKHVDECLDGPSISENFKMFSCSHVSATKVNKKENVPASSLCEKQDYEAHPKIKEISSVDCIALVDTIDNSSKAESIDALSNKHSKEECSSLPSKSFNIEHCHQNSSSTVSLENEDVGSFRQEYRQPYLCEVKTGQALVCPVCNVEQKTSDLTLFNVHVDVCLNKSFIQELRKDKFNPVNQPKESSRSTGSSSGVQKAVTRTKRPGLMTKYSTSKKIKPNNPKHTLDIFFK
#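 Readout: fluorescence, taken kinetically at 0 and 10 min. Conditions: 10 nM Pol kappa, 15 min RT compound preincubation, 50 nM substrate final. Controls: enzyme-free buffer wells.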
# BLM inh: qHTS Assay for Inhibitors of Bloom's syndrome helicase (BLM). recombinant BLM DNA unwinding, fluorescence dequenching. 350,000 compounds, 0.2% hits. Potency, µM (doses to about 56.1 µM), without a hit: top-dose activity change, negative = inhibition, actives largely listed as inhibitors;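 note: potency is the fitted concentration of half-maximal effect; plate controls were vehicle for no effect and no enzyme for full effect; nearly all actives have a fitted effect of over 35% in size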
# APE1 inh: qHTS Assay for Inhibitors of the Human Apurinic/apyrimidinic Endonuclease 1 (APE1) | Potency, µM (doses to about 65.8 µM), for inactives: top-dose activity change, negative = inhibition, most hits filed as inhibitors | DNA repair nuclease/redox regulator APEX1 (Homo sapiens), P27695 | recombinant APE1, TAMRA/BHQ-2 abasic DNA cleavage fluorescence | 350,000 compounds, 0.35% hits | AID 2517, 2012;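 note: potency is the fitted concentration of half-maximal effect; plate controls were vehicle for no effect and reference inhibitor for full effect; nearly all actives have a fitted effect of over 55% in size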
#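 APE1 at 0.75 nM preincubated 15 min at room temperature with compound. Reaction then started with 50 nM double-stranded THF-abasic substrate labelled with TAMRA/BHQ-2, and 525/598 nm fluorescence read kinetically. Activity taken as third-minus-first read difference, normalized to DMSO and NSC13755 controls.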
# POLB inh: qHTS Assay for Inhibitors of DNA Polymerase Beta; P06746; Pol beta primer extension/strand displacement, fluorescence kinetic; Potency, µM (series often up to 114 µM), inactives show at the highest dose activity change, negative = inhibition, actives largely listed as inhibitors; 340,000 compounds, 1.3% hits; AID 485314, 2010; note: potency is the fitted concentration of half-maximal effect; % is set by controls: 0 for no effect and ±100 for the full control effect
#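 Reaction started by 50 nM substrate onto compound-treated Pol beta (10 nM, 15 min preincubation, room temperature); plates read at 0 min and 10 min. Normalized concentration-effect data fitted by four-parameter Hill equation.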
# LDHA inh: qHTS assay for inhibitors of human lactate dehydrogenase. L-lactate dehydrogenase A chain (Homo sapiens), P00338. purified LDHA, NADH/diaphorase-resazurin fluorescence; stronger effect = lower value. activity change, % (values are at about 110 or 230 µM). 480,000 compounds, 0.15% hits; in the data active = activity change below about -30%; inconclusive = mostly about -25% to -30%;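 note: plate controls were DMSO wells for no effect and wells without enzyme for full effect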
#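 LDH5 2 nM; NADH 0.06 mM, pyruvate 0.2 mM; 200 mM Tris pH 7.4, EDTA, Tween-20; 5 min RT. Detection: diaphorase 0.133 mg/mL + resazurin 37 µM, fluorescence ex540/em590 at 0 and 20 min; normalized to enzyme-free and DMSO wells.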
# POLI inh: qHTS for Inhibitors of Polymerase Iota | DNA polymerase iota (Homo sapiens), Q9UNA4 | Pol iota fluorescent replication assay, 10 min | Potency, µM (top dose mostly 115 µM), inactives show at the top dose activity, negative = inhibition, usual class: inhibitors | 390,000 compounds, 1% hits; note: potency is the fitted concentration of half-maximal effect
#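 Fluorescent replication assay read twice, at 0 min and 10 min after adding 50 nM (final) substrate. Enzyme (10 nM) and compounds were first incubated 15 min at room temperature; enzyme-free buffer wells were negative controls.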
# Apoferritin bind: qHTS Assay for Identification of Novel General Anesthetics; Potency, µM (top dose mostly 77.5 µM), inactives show top-dose activity change, negative = displacement, most hits filed as inhibitors; apoferritin/1-aminoanthracene competitive binding, fluorescence; 350,000 compounds, 0.074% hits; AID 485281, 2010; Ferritin light chain (Equus caballus), P02791; note: potency is the fitted concentration of half-maximal effect; % is set by controls: 0 for no effect and ±100 for the full control effect; nearly all actives have a fitted effect of over 20% in size
# Target sequence (P02791 2-175 limits assumed): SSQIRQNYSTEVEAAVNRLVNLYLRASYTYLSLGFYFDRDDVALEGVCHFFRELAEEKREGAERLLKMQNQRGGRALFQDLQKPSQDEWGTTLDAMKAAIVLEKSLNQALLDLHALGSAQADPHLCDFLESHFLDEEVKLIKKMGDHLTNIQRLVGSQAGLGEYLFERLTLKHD
#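 Probe: 1-aminoanthracene (50% saturated, PBS). Protein: horse-spleen apoferritin, 10 uM. Incubation: 10 min, room temperature. Detection: 380 nm excitation, 535 nm emission. Analysis: normalized response, four-parameter Hill.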
# Pol eta inh: qHTS for Inhibitors of Polymerase Eta | DNA polymerase eta (Homo sapiens), Q9Y253 | recombinant Pol eta, fluorescent DNA replication assay | Potency, µM (series often up to 114 µM), without a hit: top-dose activity change, negative = inhibition, actives largely listed as inhibitors | 390,000 compounds, 1.2% hits | AID 588591, 2011; note: potency is the fitted concentration of half-maximal effect; % is set by controls: 0 for no effect and ±100 for the full control effect
#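 Fluorescent replication assay: 50 nM final substrate added after a 15 min room-temperature compound preincubation with 10 nM enzyme. Signal taken at 0 min and again at 10 min.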
# An asterisk follows results filed as active; u = inconclusive; x = no result given; [ ] = dose if it differs, or a comment. Unless noted, calls come from the whole dose curve; as a rule, active = well fitted curve in the direction sought with a large enough effect; inconclusive = small, poorly fitted or top-dose-only effect, or another doubt; inactive = no such curve, though single readings can be large; an effect the other way counts as inactive or inconclusive.
Structure	GRP78 ERSR act	Pol kappa inh	BLM inh	APE1 inh	POLB inh	LDHA inh	POLI inh	Apoferritin bind	Pol eta inh
CC1(O)C(=O)C=C2C=C(CCCCOCc3ccccc3)OC=C2C1=O (stereo unspecified)	-5.1%	x	-10.0%[12.4 µM]	21.8%[12.4 µM]	x	x	x	-16.9%[15.3 µM]	x
CC(=O)c1cccc(NS(=O)(=O)c2c(C(=O)N3CCCCCC3)c(C)n(C)c2C)c1	-4.0%	-2.4%	2.2%	x	-3.0%	-7.4	44.9%[activator]	-6.1%	-17.0%
Cc1cccc(C(=O)NC(=S)Nc2c(C)n(C)n(-c3ccccc3)c2=O)c1	-3.9%	-11.0%	x	x	x	-19.3	-14.1%	x	6.7%
O=C(COc1ccccc1)Nc1ccccc1N1CCN(c2ccccc2)CC1	-1.6%	-5.5%	-4.8%	-3.5%	-13.8%	0.5	21.4%	-13.0%	-3.8%
Cc1ccc(Cl)cc1NC(=O)C(NS(=O)(=O)c1cccs1)c1ccccc1 (stereo unspecified)	-3.0%	-19.6%	4.0%	15.7%	0.1%	-13.9	4.1%	9.4%	-8.5%
COc1ccc([C@H]2CC(=O)C=C(c3ccc(C(=O)O)cc3)C2)cc1OC	-3.0%	11.6%	x	22.1%	x	-3.0	12.2%	x	-6.4%
CCOc1ccc(S(=O)(=O)Nc2ccc(S(=O)(=O)N3CCOCC3)cc2)cc1	-3.4%	-8.5%	-6.8%	20.0%	34.7%	-3.6	-3.4%	-12.1%	2.9%
CCCC[C@H](NC(=O)[C@H](CO)NC(=O)[C@H](Cc1ccc(O)cc1)NC(=O)[C@H](CO)NC(C)=O)C(=O)N[C@@H](CCC(=O)O)C(=O)N[C@@H](Cc1cnc[nH]1)C(=O)N[C@H](Cc1ccccc1)C(=O)N[C@@H](CCCNC(=N)N)C(=O)N[C@@H](Cc1c[nH]c2ccccc12)C(=O)NCC(=O)N[C@@H](CCCCN)C(=O)N1CCC[C@H]1C(=O)N[C@H](C(N)=O)C(C)C	-1.8%	12.1%[60.1 µM]	4.0%	-6.2%	x	x	x	3.6%	x
CCOc1ccc(NC(=O)CSc2nnc(CNC(=O)C34CC5CC(CC(C5)C3)C4)n2CC)cc1	-1.4%	-23.2%	-3.6%	x	-3.0%	4.6	17.2%	3.5%	-16.9%
O=C(O)/C=C/c1ccccc1	-4.9%	3.9%[60.1 µM]	-4.5%	x	x	-9.1	x	x	x
CCC(C(=O)Nc1cccc(C#N)c1)n1nc(-c2ccccc2)ccc1=O (stereo unspecified)	-2.6%	-13.4%	-5.1%	x	4.2%	1.6	8.4%	-16.5%	-12.4%
O=C(CCCn1c(=O)oc2ccccc21)N1CCN(c2ccc(F)cc2)CC1	-1.6%	11.9%	-6.1%	-4.0%	8.7%	-4.4	35.9%[activator]	-10.7%	-21.2%
COC(=O)c1cc(NC(=O)c2nn(C)c3c2CSc2ccccc2-3)cc(C(=O)OC)c1	-1.2%	2.6%	2.1%	x	2.9%	-7.6	15.6%	-11.6%	-13.4%
CCOC(=O)C(C)n1cnc2c1c(=O)[nH]c(=O)n2C (stereo unspecified)	-1.7%	0.2%	4.0%	2.7%	23.6%	-2.9	-3.3%	-5.0%	-7.5%
CC(C)Oc1cccc(C(=O)C2CCCN(Cc3cccn3-c3ccccn3)C2)c1 (stereo unspecified)	-6.0%	1.4%	-8.1%	12.9%	-0.2%	0.0	32.9%[activator]	-16.2%	-8.8%

Structure	GRP78 ERSR act	Pol kappa inh	BLM inh	APE1 inh	POLB inh	LDHA inh	POLI inh	Apoferritin bind	Pol eta inh
CC(=O)NCCc1ccc(S(=O)(=O)Nc2cccnc2)cc1	-1.3%	-1.7%	1.1%	-0.2%	u	-1.5	10.3%	-2.2%	-5.6%
CCOc1ccccc1N(C)S(=O)(=O)c1ccc2c(c1)CC(C)N2C(=O)C1CC1 (stereo unspecified)	2.0%	2.5%	-3.3%	48.7%[activator]	18.6%	2.0	7.9%	-10.7%	-14.9%
COc1cccc(CNC(=O)CSc2nc3ccc(C)cc3[nH]2)c1	-2.3%	-0.8%	-1.9%	62.2%[activator]	3.8%	-4.4	-16.1%	-2.9%	3.9%
COc1cccc(COC(=O)C2CC(=O)N(Cc3ccco3)C2)c1OC (stereo unspecified)	-3.8%	-10.2%	-1.3%	4.7%	3.6%	-0.3	-23.3%	-2.7%	-16.3%
CCOP(=O)(OCC)c1nc(-c2cccc3ccccc23)oc1NCc1ccc(OC)cc1	-5.9%	-16.4%	-16.2%	-4.7%	3.6%	2.5	22.2%	737.5%[activator]	-11.0%
CC(=O)N1CCc2cc(Br)cc(S(=O)(=O)N3CCC(C(=O)Nc4ccc(C(C)C)cc4)CC3)c21	-3.1%	u	-4.8%	x	-0.2%	0.3	35.5µM*	-3.9%	-11.1%
COc1cc(C)c(Cl)cc1S(=O)(=O)NCCCN1CCOCC1	-6.0%	0.2%	-1.1%	0.4%	-0.9%	-4.9	0.9%[58.9 µM]	-5.9%	-3.9%
COc1ccccc1NC(=S)N1CCOCC1	-2.8%	-12.2%	4.1%	6.0%	-19.3%	-5.2	7.0%	2.2%	-10.4%
CCOC(=O)c1ccc2c(c1)nc(COc1ccc3ccccc3c1)n2CC	-3.7%	-6.3%	-13.5%	-1.8%	-22.6%	-1.5	10.0%	u	-4.9%
Cc1csc(SC(C)C(=O)NCC2CCCO2)n1 (stereo unspecified)	-1.6%	-3.3%	x	13.3%	x	-1.3	40.5%[activator]	x	-14.8%
O=C1/C(=C\c2ccccc2)CCC/C1=C/c1ccccc1	-2.0%	-18.8%	x	x	x	-2.5	12.1%	x	-5.5%
CCCC(=O)Nc1ccc(S(=O)(=O)N2CCCC2)cc1	-1.1%	-8.1%	2.1%	-0.5%	1.1%	-0.2	8.7%	-23.3%	-1.5%
Cc1nc(-c2ccc(F)cc2)c(CC(=O)N(C)CC(=O)Nc2ccccc2Cl)s1	-0.4%	-9.2%	x	16.6%	x	-2.6	21.4%	x	3.2%
Cc1[nH]c(C)c(S(=O)(=O)N2CCN(c3ccccc3F)CC2)c1C(=O)N1CCCC1	-2.0%	13.6%	1.9%	29.1%	-1.4%	-0.7	9.3%	-8.0%	-7.8%
O=S(=O)(c1ccc(F)cc1)n1ccc2cccnc21	-3.6%	-12.4%	0.7%	-6.8%	-0.2%	-9.8	24.3%	0.9%	-16.1%

# Sorted by number of heavy atoms (smallest number first): three of the compounds above
Structure	GRP78 ERSR act	Pol kappa inh	BLM inh	APE1 inh	POLB inh	LDHA inh	POLI inh	Apoferritin bind	Pol eta inh
COc1ccccc1NC(=S)N1CCOCC1	-2.8%	-12.2%	4.1%	6.0%	-19.3%	-5.2	7.0%	2.2%	-10.4%
Cc1csc(SC(C)C(=O)NCC2CCCO2)n1 (stereo unspecified)	-1.6%	-3.3%	x	13.3%	x	-1.3	40.5%[activator]	x	-14.8%
COc1cccc(COC(=O)C2CC(=O)N(Cc3ccco3)C2)c1OC (stereo unspecified)	-3.8%	-10.2%	-1.3%	4.7%	3.6%	-0.3	-23.3%	-2.7%	-16.3%

# (next part)
Structure	GRP78 ERSR act	Pol kappa inh	BLM inh	APE1 inh	POLB inh	LDHA inh	POLI inh	Apoferritin bind	Pol eta inh
Cc1csc(SCC(=O)Nc2cccc(S(=O)(=O)N3CCOCC3)c2)n1	2.5%	-7.0%	0.0%	0.5%	5.3%	-1.2	5.8%	-13.4%	-17.2%
O=C(Nc1cccc(C(=O)O)c1)/C(=C/c1ccc2c(c1)OCO2)NC(=O)c1cccc(Br)c1	1.4%	-9.4%	u	6.2%	-1.8%	-5.7	59.1%[activator]	-7.6%	-17.2%
Cc1cccc(-c2nc(CS(=O)CC(=O)NC3CCCCC3)c(C)o2)c1 (stereo unspecified)	-0.8%	1.4%	-0.1%	39.9%	0.8%	-1.0	35.6%[activator]	-0.2%	-14.2%
Cc1ccc(NC(=O)CN2C(=O)c3cccnc3Oc3ccc(Cl)cc32)cc1	-1.3%	-21.4%	1.3%	x	10.3%	-6.5	30.3%[activator]	u	-6.9%
Cc1onc(-c2ccccc2)c1CNS(=O)(=O)c1cccc(Cl)c1	-3.6%	-7.3%	-10.6%	2.1%	2.2%	-0.8	83.1%[activator]	-3.3%	-13.6%
CCOC(=O)N/N=C\c1ccccc1OC/C=C/c1ccccc1	11.2%	-8.7%	-3.6%	-4.6%	-0.4%	-6.4	8.7%	-18.3%	-4.2%
O=C(Nc1ccc(S(=O)(=O)Nc2nccs2)cc1)/C(=C/c1ccccc1Cl)NC(=O)c1ccccc1	-2.6%	-25.2%	-12.3%	-8.4%	-1.4%	-9.4	-12.9%	-4.4%	u
CC(NC(=O)CNC(=O)C1O[C@@H]2OC(C)(C)O[C@@H]2[C@H]2OC(C)(C)O[C@@H]12)C(=O)O (stereo partly specified)	-4.1%	6.9%[60.1 µM]	-0.3%	1.3%	23.7%	-14.0	-17.7%	-0.7%	-4.9%
CSc1ccccc1C(=O)Nc1ccccc1C(=O)NC(C)C	0.2%	-10.9%	-5.6%	5.5%	-20.2%	-4.0	90.0%[activator]	-11.4%	-7.6%
CCOc1ccc(OCCCCNC(C)(C)C)cc1	-3.0%	0.0%	2.0%	-2.0%	u	-16.4	0.1%	-3.4%	-2.8%

# These rows are one share of the data (hit frequency here may not be typical).
